OXTR potentiate – potentiates the human oxytocin receptor response; P30559; CHO-OTR cells, Fluo-8 calcium fluorescence, potentiator mode; 0% = oxytocin EC15, 100% = EC100; activation, % at 3 µM; 320,000 compounds, 0.061% hits;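 active means activation above that plate's cutoff, the mean activation of tested compounds plus 3 SD, cut at about 6.6% in these data, passing the limit was not always enough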;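 further: 100% uses oxytocin at 75 nM as the full agonist control; some results filed as inactive read as strong as hits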
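Assay system: CHO cell line stably expressing human OTR. Reagent: EC15 oxytocin agonist. Dosing: single dose, 3.0 µM nominal final compound concentration. Timing: compound 6 min at room temperature before oxytocin, 100 s read. Signal: kinetic Fluo-8 calcium fluorescence. Controls: oxytocin EC15 low and EC100 high.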
TAAR1 antagonist – human TAAR1 antagonism | Q96RJ0 | CHO RD-HGA16 TAAR1, Fluo-8 calcium fluorescence, antagonist | inhibition, % at 3 µM | 360,000 compounds, 1.5% hits | AID 624466;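 active means inhibition above a per-plate cutoff, the mean inhibition of test compounds on that plate plus 3 SD, cut at about 49% in these data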;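 further: 0% = DMSO plus EC80 beta-PEA response and 100% = DMSO alone without agonist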
Target sequence (Q96RJ0 whole entry, looked up): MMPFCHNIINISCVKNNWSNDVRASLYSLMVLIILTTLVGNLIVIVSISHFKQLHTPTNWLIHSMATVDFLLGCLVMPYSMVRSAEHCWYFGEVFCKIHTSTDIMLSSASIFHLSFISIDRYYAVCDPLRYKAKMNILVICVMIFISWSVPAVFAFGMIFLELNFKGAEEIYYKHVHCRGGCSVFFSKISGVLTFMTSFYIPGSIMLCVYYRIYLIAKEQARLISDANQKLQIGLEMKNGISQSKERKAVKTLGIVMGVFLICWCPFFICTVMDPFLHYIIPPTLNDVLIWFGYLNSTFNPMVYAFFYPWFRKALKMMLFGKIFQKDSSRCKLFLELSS
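System: RD-HGA16 CHO cells with stable hTAAR1 and Gα16 | Probe or stimulus: EC80 β-phenethylamine stimulus | Dosing: 3 µM, single point | Times: Dye loading 75 min at 37 °C, then 30 min room temperature | Measured by: Fluo-8 calcium-sensitive fluorescence | Read-out basis: % inhibition of agonist calcium response | Replicates: n of 1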
CHRM1 agonist – activates human CHRM1 receptor. 360,000 compounds, 0.33% hits. activation, % at 3 µM. P11229. CHO-K1 hM1, Fluo-8 calcium fluorescence, agonist mode; 0% DMSO, 100% acetylcholine EC100;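 active means activation above the run's mean compound activation plus 3 SD, cut at about 16% in these data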;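 further: peak over basal fluorescence ratio within a 140 s kinetic read after compound addition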
Target sequence (P11229 whole entry, looked up): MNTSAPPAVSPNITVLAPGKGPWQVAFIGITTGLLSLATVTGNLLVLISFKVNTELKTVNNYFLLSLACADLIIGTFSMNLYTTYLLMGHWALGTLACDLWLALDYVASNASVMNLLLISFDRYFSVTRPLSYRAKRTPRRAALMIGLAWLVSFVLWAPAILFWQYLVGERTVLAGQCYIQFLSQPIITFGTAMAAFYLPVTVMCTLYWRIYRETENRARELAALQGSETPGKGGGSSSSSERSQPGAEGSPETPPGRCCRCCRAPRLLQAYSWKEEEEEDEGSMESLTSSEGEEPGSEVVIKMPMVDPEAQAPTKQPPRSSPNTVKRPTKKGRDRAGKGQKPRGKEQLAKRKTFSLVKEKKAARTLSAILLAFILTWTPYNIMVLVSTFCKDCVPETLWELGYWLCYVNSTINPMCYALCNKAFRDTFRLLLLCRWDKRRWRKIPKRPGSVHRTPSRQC
OXTR agonist – agonists of human oxytocin receptor; P30559; CHO-OTR cells, Fluo-8 calcium fluorescence; normalized: DMSO 0%, oxytocin 100%; activation, % at 3 µM; 320,000 compounds, 0.32% hits;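 active means activation above the mean of all tested compounds plus 3 SD, cutoff set per screening run, cut at about 20% in these data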;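 further: peak over basal fluorescence ratio from a 100 s FLIPR kinetic read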
V1aR counter – counter-screen for oxytocin receptor agonists: human V1a receptor agonists; P37288; CHO-V1R cells, Fluo-8 calcium fluorescence, agonist mode; 0% DMSO, 100% 3 nM vasopressin; activation, % at 3 µM; 320,000 compounds, 0.25% hits;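 active means activation above the mean activation of all tested compounds plus 3 SD, per screening run, cut at about 20% in these data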;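 further: signal is peak over basal fluorescence ratio across a 100 second FLIPR read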
M1 antag – human CHRM1 antagonism; P11229; CHO-K1 hM1, Fluo-8 calcium fluorescence, ACh EC80 antagonist; inhibition, % at 3 µM; 360,000 compounds, 1.3% hits;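 active means percent inhibition above its own plate's cutoff, namely the mean of that plate's compound wells plus 3 SD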;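 further: peak over basal fluorescence ratio during 140 s after agonist addition; 0% = ACh EC80 plus DMSO and 100% = DMSO alone without agonist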
CHO parental Ca – counter-screen: ATP calcium response change in parental CHO cells. parental CHO-K1, ATP-induced calcium, Fluo-8 fluorescence. inhibition, % at 5.6 µM. 330,000 compounds, 0.63% hits. AID 463079;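 active means inhibition above that plate's mean sample inhibition plus 3 SD, cut at about 26% in these data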;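 further: 0% = ATP-challenged DMSO wells and 100% = DMSO wells without ATP; some compounds past the cut are filed as inactive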
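Assay system: parental CHO cells; Read-out basis: percent inhibition of ATP-evoked calcium rise, normalized to controls; Benchmarks: ATP and no-ATP DMSO wells; Compound dosing: single nominal dose of 5.6 µM per compound; Signal: Fluo-8 calcium dye fluorescence; Also added: ATP as calcium-mobilizing challenge; Repeats: singlicate.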
M1 PAM – human CHRM1 positive allosteric modulation. activation, % at 3 µM. 360,000 compounds, 0.088% hits. P11229. CHO-K1 hM1, Fluo-8 calcium fluorescence, ACh EC20; 0% = ACh EC20, 100% = maximal ACh. AID 588819; in the data active means activation above about 19%, passing the limit was not always enough
TAAR1 ag – human TAAR1 agonism. Q96RJ0. CHO RD-HGA16 TAAR1, Fluo-8 calcium fluorescence; vehicle wells 0%, saturating PEA agonist 100%. activation, % at 3 µM. 360,000 compounds, 0.99% hits. AID 624467;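 active means activation above the mean activation of all test compounds in the run plus 3 SD, cut at about 38% in these data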
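Test system: RD-HGA16 (CHO) cells co-expressing Gα16 and hTAAR1 | Doses: Single dose, 3 µM | Schedule: 17-24 h seeding, 75 min 37 °C dye, 30 min RT | Evaluation: % activation from peak over basal fluorescence ratio, DMSO-to-PEA scaled | Technique: Kinetic Fluo-8 calcium fluorescence | Benchmarks: Low control DMSO, high control PEA (EC100)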
* hit, by the source's call; . = not tested or not shown.

Fields: V1aR counter	M1 antag	TAAR1 ag	CHRM1 agonist	CHO parental Ca	OXTR agonist	OXTR potentiate	M1 PAM	TAAR1 antagonist
- Cc1ccc(OCc2nnc(SCC(=O)NCc3ccccc3)n2C)cc1
 : -0.4	-8	8	-3	-17	-2.7	4	7	-24
- CCCCn1c(SCC(=O)NC2CCCC2)nnc1-c1ccco1
 : -0.2	-23	-1	1	-4	0.4	3	20	7
- CC(=O)N(CCc1ccccc1)c1ccc2c(c1)C1CC2CCN1C(=O)OCc1ccccc1 (configuration not stated)
 : .	25	-1	-6	.	.	.	-20	45
- O=C(CC12CC3CC(CC(C3)C1)C2)N/N=C/c1ccncc1
 : -0.2	-12	4	-6	-14	0.4	-9	4	3
- O=C(/C=C/Nc1ccc(F)cc1F)c1ccc(Br)cc1
 : -0.6	-14	0	1	-6	-1.2	-9	15	-17
- COc1ccc(N=C2NC(=O)/C(=C/c3ccc(O)c(OC)c3)S2)cc1
 : 5.1	9	7	-3	-14	5.7	-15	1	4
- CCOC(=O)Cn1nc(-c2ccccc2)c(-c2ccccc2)nc1=O
 : 1.9	4	6	-5	-24	0.1	-12	0	-10
- COc1ccc(/C=N/NC(=O)c2ccccc2[N+](=O)[O-])cc1CN1CCc2cc(OC)c(OC)cc2C1C (configuration not stated)
 : 0.2	5	-1	-7	-2	0.1	2	0	-9
- COc1ccc(NC(=O)CC2(CC(=O)O)CCCC2)cn1
 : 0.8	0	7	-1	10	0.1	-7	3	-10
- C=C(C)C1CC=C(CN2CC(C)OC(C)C2)CC1 (configuration not stated)
 : 0.2	0	13	-5	-13	-0.6	-3	-5	-14
- CCOC(=O)C1C2C=CC3(CN(Cc4ccco4)C(=O)C13)O2 (configuration not stated)
 : 0.6	16	2	1	-1	0.5	-7	-4	-8
- Cc1cc2c(cc1C)-c1c(ssc1=Nc1ccc(S(N)(=O)=O)cc1)C(C)(C)N2
 : 0.9	28	11	-5	4	1.6	-5	-14	20
- CCN1CCn2c3c(c4cc(C)ccc42)CCCC31 (configuration not stated)
 : 0.2	-42	10	-2	-27	-0.9	-13	20	5
- Cc1ccc(OCCCCN2CCC(C)CC2)cc1
 : -0.8	4	.	-10	-12	1.2	-5	-7	.
- CC1(C)Nc2ccccc2C(=O)N1c1ccc(Br)cc1
 : -0.4	0	0	-3	-1	-0.4	-4	0	-4
- O=C(CCl)Nc1cccn2ncnc12
 : 0.6	-6	1	-1	-5	-0.3	-23	1	-3
- CC1(c2nnc(-c3ccc(Cl)cc3)o2)CC(c2ccc([N+](=O)[O-])cc2)=NO1 (configuration not stated)
 : 0.5	4	8	-3	-8	-0.2	0	-1	20
- CCCCC(=O)N1CC(=O)Nc2ccc(F)cc2C1c1ccc(F)cc1 (configuration not stated)
 : 0.5	12	1	-8	-25	-1.5	-6	-6	-4
- COc1ccc(OCCNC(=O)c2cccc(Oc3ccc(C(F)(F)F)cc3[N+](=O)[O-])c2)cc1
 : 0.7	6	4	-6	-7	0.9	-12	-10	15
- Cn1c(SCC(=O)NCCc2ccccc2)nnc1C1CCCCC1
 : -0.2	14	1	-4	-14	-0.7	-8	-4	-15
- CC(=O)Nc1cccc(/C(C)=N\NC(=O)c2ccc(Cn3nc([N+](=O)[O-])c(Cl)c3C)o2)c1
 : 3.1	3	1	-9	-3	-0.2	-10	-10	-25
- Cc1cc(C)cc(C(=O)NCC(=O)OCC(=O)N(C)C2CCS(=O)(=O)C2)c1 (configuration not stated)
 : 0.6	-8	2	-8	-6	0.6	6	6	-7
- Cc1cc2oc(C(=O)Nc3ccc(S(=O)(=O)N4CCCC(C)C4)cc3)cc(=O)c2cc1Cl (configuration not stated)
 : 0.2	-12	1	-4	-10	0.4	-4	11	-6
- CC(C)(CCO)Nc1ncnc2onc(-c3ccc(F)cc3)c12
 : 0.5	-14	2	-1	-14	2.9	-3	11	-5
- COC(=O)NCN1C(=O)C2C3C=CC(C3)C2C1=O (configuration not stated)
 : 0.8	-14	5	0	1	0.7	-4	10	21
- CCn1c(SCC(=O)NNC(=O)c2ccc(C)cc2)nnc1-c1ccco1
 : -0.6	4	7	-6	0	-1.4	-8	2	7
- O=C(CS(=O)CC(=O)NC12CC3CC(CC(C3)C1)C2)Nc1ccc(F)cc1 (configuration not stated)
 : 0.2	-5	3	-1	-4	0.6	-4	10	-22
- N#Cc1cc2c(nc1SCc1ccc(Cl)cc1)CCCC2
 : -0.3	-33	4	1	-5	-0.5	-7	4	-7
- CCCN(C(=O)c1nc2nc(C)cc(C)n2n1)c1c(N)n(Cc2ccccc2)c(=O)[nH]c1=O
 : 0.2	1	-1	-3	-5	0.1	-3	5	-6
- CCOC(=O)/C(=C\c1ccccc1)C(=O)CCN1CCOCC1
 : .	-8	6	2	.	.	.	5	-5

Another view of part of the listing above.
Molecule | V1aR counter | M1 antag | TAAR1 ag | CHRM1 agonist | CHO parental Ca | OXTR agonist | OXTR potentiate | M1 PAM | TAAR1 antagonist
O=C(CCl)Nc1cccn2ncnc12 | 0.6 | -6 | 1 | -1 | -5 | -0.3 | -23 | 1 | -3
CC1(c2nnc(-c3ccc(Cl)cc3)o2)CC(c2ccc([N+](=O)[O-])cc2)=NO1 (configuration not stated) | 0.5 | 4 | 8 | -3 | -8 | -0.2 | 0 | -1 | 20
CCCCC(=O)N1CC(=O)Nc2ccc(F)cc2C1c1ccc(F)cc1 (configuration not stated) | 0.5 | 12 | 1 | -8 | -25 | -1.5 | -6 | -6 | -4

The list continues:
Fields: V1aR counter	M1 antag	TAAR1 ag	CHRM1 agonist	CHO parental Ca	OXTR agonist	OXTR potentiate	M1 PAM	TAAR1 antagonist
- CCOc1ccccc1Nc1ccc(C(=O)O)cc1[N+](=O)[O-]
 : 0.1	-8	-1	0	8	-0.3	-10	9	-8
- O=C(OCC(=O)N1CCCc2ccccc21)c1ccc(C(F)(F)F)cc1
 : -0.8	1	1	-3	-15	-1.6	3	5	-14
- CC(=O)Nc1ccc(S(=O)(=O)NC2CC2)cc1
 : 1.0	-18	3	-1	11	0.9	-3	10	-7
- CCCOC(=O)c1ccc(-c2ccc(C=O)o2)cc1
 : 0.3	-5	1	-7	9	-2.6	-2	1	17
- COc1cc(/C=C2\SC(=S)N(CC(=O)O)C2=O)ccc1OC(=O)c1ccco1
 : 0.2	6	3	-2	0	-0.2	-10	-6	-2
- Cc1ccc(C(=O)N/N=c2\oc3ccccc3cc2C(N)=O)cc1
 : -0.3	-7	6	-7	-15	-0.7	-9	3	-7
- CC(C(=O)Nc1ccc([N+](=O)[O-])cc1Cl)N1CCN(S(=O)(=O)c2cccs2)CC1 (configuration not stated)
 : 0.0	-6	12	-2	-19	-0.7	-7	11	1
- COc1ccc(NC(=O)c2cc(OC)c(OC)c(OC)c2Br)cc1OC
 : 1.6	7	7	-2	-4	1.1	-10	-4	-5
- COc1cccc(OCCOCCOc2ccc(C)cc2[N+](=O)[O-])c1
 : -0.3	-5	5	-5	-9	-2.1	-8	5	6
- Cc1c(C)c2c(OCC(=O)NCC(=O)NCC(=O)O)cc3c(c2oc1=O)CCC(C)(C)O3
 : 4.7	0	6	-2	-5	0.3	-5	4	8
- O=C(CCC(=O)N1CCCc2ccccc21)N1CCN(S(=O)(=O)c2ccccc2)CC1
 : 0.4	-6	5	-4	-13	-0.9	-15	5	-28
- C#CCOCCOCCOCCNc1nc(N2CCOCC2)nc(N2CCN(C(=O)[C@H](CCCCN)n3cc(CCCC)nn3)CC2)n1
 : .	2	6	2	.	.	.	-2	12
- O=C(/C=C/c1ccc(O)c(O)c1)OC(Cc1ccc(O)c(O)c1)C(=O)O (configuration not stated)
 : 0.1	-1	0	-1	-10	0.3	1	-1	-3
- COc1ccc(S(=O)(=O)N(NC2=NS(=O)(=O)c3ccccc32)C(=O)C(C)C)cc1
 : 0.2	-2	0	-6	1	-0.9	-4	6	-4
- CCOC(=O)N1CCN(C(=O)C2CCN(S(=O)(=O)c3ccc(OC)cc3)CC2)CC1
 : -0.2	-3	0	-6	-6	-1.4	-10	2	2

Exported in markdown: part of the list above.
| Compound | V1aR counter | M1 antag | TAAR1 ag | CHRM1 agonist | CHO parental Ca | OXTR agonist | OXTR potentiate | M1 PAM | TAAR1 antagonist |
| --- | --- | --- | --- | --- | --- | --- | --- | --- | --- |
| C#CCOCCOCCOCCNc1nc(N2CCOCC2)nc(N2CCN(C(=O)[C@H](CCCCN)n3cc(CCCC)nn3)CC2)n1 | . | 2 | 6 | 2 | . | . | . | -2 | 12 |
| O=C(/C=C/c1ccc(O)c(O)c1)OC(Cc1ccc(O)c(O)c1)C(=O)O (configuration not stated) | 0.1 | -1 | 0 | -1 | -10 | 0.3 | 1 | -1 | -3 |

Further results:
Fields: V1aR counter	M1 antag	TAAR1 ag	CHRM1 agonist	CHO parental Ca	OXTR agonist	OXTR potentiate	M1 PAM	TAAR1 antagonist
- COCCN(C(=O)CCl)C(C(=O)NC1CCCCC1)c1ccccc1C (configuration not stated)
 : -0.2	-9	-1	-7	-14	-2.4	-1	6	-7
- [O-]c1n[n+](-c2ccc(Cl)cc2Cl)cc2ccccc12
 : 0.7	-8	7	1	-22	0.3	-1	16	12
- Cc1cccc(N(C(=O)c2csnn2)C(C(=O)NC(C)(C)C)c2ccncc2)c1 (configuration not stated)
 : -0.6	-33	7	3	-8	-1.8	-5	13	-22
- COc1cccc(C(=O)NCCCNC(=O)c2cccnc2)c1
 : 1.5	-6	0	-5	-14	0.7	-5	6	9
- CCCN1C(=S)c2ccccc2C1c1ccccc1 (configuration not stated)
 : -1.8	4	2	-8	-20	-1.8	0	-4	16
- CCOc1ccc(OCc2ccc(C(=O)N(CC)CC)cc2)cc1
 : 6.0	-5	2	-2	-9	4.1	-9	2	14
- COc1ccc(C2=Nn3c(nnc3-c3ccco3)SC2)cc1
 : -1.2	4	-1	-6	5	-1.2	-6	4	-2
- CN(Cc1cccs1)C(=O)Cc1c[nH]c2ccccc12
 : 1.5	-8	1	-6	-13	1.3	2	7	14

Entries of single compounds, quoted from the list. Order of screens: V1aR counter, M1 antag, TAAR1 ag, CHRM1 agonist, CHO parental Ca, OXTR agonist, OXTR potentiate, M1 PAM, TAAR1 antagonist
COc1ccc(C2=Nn3c(nnc3-c3ccco3)SC2)cc1 in the list: -1.2, 4, -1, -6, 5, -1.2, -6, 4, -2
COc1cccc(C(=O)NCCCNC(=O)c2cccnc2)c1 in the list: 1.5, -6, 0, -5, -14, 0.7, -5, 6, 9
Cc1cccc(N(C(=O)c2csnn2)C(C(=O)NC(C)(C)C)c2ccncc2)c1 (configuration not stated) in the list: -0.6, -33, 7, 3, -8, -1.8, -5, 13, -22
